Assay outcomes: PubChem BioAssay, Sanford-Burnham Center for Chemical Genomics
H9c2 TAG inh: inhibitors of triacylglycerol accumulation | H9c2 cells, Nile Red lipid (TAG) fluorescence; cells loaded with 200 µM oleic acid | inhibition, % at 12.5 µM | 0.66% of 230,000 active | AID 651582;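 active = pattern-corrected inhibition of lipid staining of at least 50% with the nuclear-stain viability signal not falling by more than 50%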;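 note: 0% = DMSO wells and 100% = triacsin C control wells; some results filed as inactive read as strong as hits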
H9c2 TAG inh DAPI viability: second read-out of H9c2 TAG inh, no call of its own (marks repeat the call); DAPI nuclei signal change (viability), lower = more cytotoxic, %;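 whole-well DAPI fluorescence read on a plate reader as a viability signal; minus 50 percent equals half of cells still viable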
Starred values were filed as active, the others as inactive; & = joins results of further samples. Not all compounds are listed; rates above refer to the full screens.

SMILES,H9c2 TAG inh,H9c2 TAG inh DAPI viability
Cc1nc2c(-c3ccccc3)c[nH]n2c(=O)c1Cc1ccccc1,6,-1
COc1ccc(C(O)c2nc(-c3ccc4c(c3)OCO4)cs2)cc1 (configuration not stated),-43,7
COC(=O)c1cn(C(=O)c2ccc(F)cc2)c2ccccc12,-1,-1
CC1(C)CC(=O)c2sc(NS(=O)(=O)c3ccccc3)nc2C1,8,-10
Clc1ccc(SCc2cc(N3CCOCC3)nc(-c3ccccn3)n2)cc1,26,-5
Cc1nc2ccccc2n1CC(O)COc1ccccc1Cl (configuration not stated),-31,1
O=C(NCCc1ccccc1)C1CCCN(S(=O)(=O)c2cccs2)C1 (configuration not stated),-17,-2
Cc1ccc(F)cc1NC(=O)N1CCNC(=O)C1CC(=O)Nc1cc(Cl)ccc1Cl (configuration not stated),32,1
Cc1ncccc1C(=O)N1CCCC(c2cc(C(=O)Nc3ccc(C(C)(C)C)cc3)no2)C1 (configuration not stated),7,6
Cn1c(=O)c2c(-c3ccc(C(C)(C)C)cc3)n(N3CCOCC3)cc2n(C)c1=O,13,6
CCOC(=O)c1cnc(SC)nc1Sc1ccccc1Cl,-5,7
COc1cccc(C(=O)NCC(=O)NNc2ncnc(N)c2[N+](=O)[O-])c1,-1,3
COc1ccc(/C=C/C(=O)O)cc1S(=O)(=O)NC1CCS(=O)(=O)C1 (configuration not stated),27,-10
COCCOC(=O)C1=C(C)NC(=O)NC1c1cccc2ccccc12 (configuration not stated),-4,2
Cc1nc2sc(C(c3ccc(F)cc3)N3CCOCC3)c(O)n2n1 (configuration not stated),-12,7
Cc1cc(SCC(=O)OC/C(O)=C(\C#N)c2nc3ccccc3[nH]2)c(C)cc1Br,10,8
CCOC(=O)C1CCN(c2c(Nc3cc(C)cc(C)c3)c(=O)c2=O)CC1,-1,0
CCOC(=O)c1c(-c2ccccc2)nnn1-c1nc(OC)nc(N2CCOCC2)n1,8,-5
O=C(COC(=O)c1ccccc1F)NC(=O)NC1CCCC1,13,-10
COc1cc2c(cc1OC)CN(C(=O)COc1ccc(C)c(C)c1)CC2,6,16
S=C1NCCOCCNC(=S)NCCOCCOCCN1,1,3
O=C1c2ccccc2C(=O)N1c1cc([N+](=O)[O-])ccn1,-8,3
OC(c1cccc(CN2CCCCC2)c1)c1ncc(-c2ccccc2Cl)[nH]1 (configuration not stated),0,10
FC(F)(F)c1ccccc1NC(=S)Nc1cccc(Cl)c1,10,-11
COCC1CCN(C(=O)c2cc(COc3ccc(-n4cncn4)cc3)on2)CC1,5,-1
Clc1cccc(NCc2nnc(SCc3ccccc3)o2)c1,-13,-6
CCCCOC(=O)c1ccc(OC(=O)c2cccnc2)cc1,8,-4
CCCCCn1c(CNC(=O)CC)nc2ccccc21,-17,5
O=C(COC(=O)CNS(=O)(=O)c1ccc(Br)cc1Cl)NC1CC1,4,1
COc1ccccc1CC1(C)C(=O)Nc2ccc(S(=O)(=O)NC3CCCCC3)cc21 (configuration not stated),7,-14
COc1cccc(CNC(=O)c2ccc(S(=O)(=O)N3CCCCC3)cc2)c1,7,-5
COCc1[nH][nH]c(=O)c1C=Nc1ccccc1,-25,10
Cc1ccc(C)c(Nc2c(F)c(F)c(F)c(F)c2C(=O)O)c1,0,9
Nc1ncnc2nc(SCCC(=O)O)[nH]c12,-2,-2
CS(=O)(=O)N1CCCCC1c1cc(C(=O)Nc2ccccc2Cl)no1 (configuration not stated),1,5
Cc1c(C2Nc3ccccc3C(=O)N2O)cnn1C (configuration not stated),14,-2
Cc1ccccc1-c1cc(C(=O)NCC2CC2)n(CC2CC(c3cccnc3)=NO2)n1 (configuration not stated),-3,1
O=c1[nH]c(CSc2nnc(-c3ccccc3)n2-c2ccccc2)nc2ccccc12,13,-14
Cc1nc2sc(C(c3cccs3)N3CCN(Cc4ccccc4)CC3)c(O)n2n1 (configuration not stated),1,-8
CCCCOc1ccc(N=Cc2ccc[nH]2)cc1,4,-8
COc1ccc2sc(-c3ccc(S(C)(=O)=O)cc3)c(-c3ccc(C(N)=O)cc3)c2c1,33,-6
O=C(CN1CCN(C(=O)c2ccccc2)CC1)Nc1cc(S(=O)(=O)N2CCCC2)ccc1Cl,-11,-11
COc1ccc(CCCNC(=O)C2(C)Cc3c(-c4ccc5c(c4)OCO5)ccnc3O2)cc1 (configuration not stated),8,-20
N#Cc1ccccc1OCC(=O)Nc1ccc(S(=O)(=O)N2CCOCC2)cc1,4,-10
O=C(NC(=O)N1CCN(C(c2ccccc2)c2ccccc2)CC1)c1ccccc1,4,-7
N/C(=N\OC(=O)c1cccs1)c1ccc(Cl)cc1,-2,-2
Cn1nc(-c2ccccc2F)c2cc(C(=O)N3CCN(C(=O)c4ccco4)CC3)sc21,0,0
COC(=O)c1ccc2c(=O)n3c(nc2c1)SCC(c1ccccc1)=N3,-36,4
Cn1cnnc1Sc1ccc(CN2CCN(C3CCCC3)C(CCO)C2)o1 (configuration not stated),1,10
O=C([O-])c1cc(-c2ccccc2)cc(-c2ccccc2)[n+]1CCc1ccc(Cl)cc1,-18,10
CC(Sc1ccccc1)C(=O)NCC(c1ccco1)N1CCCCC1 (configuration not stated),-13,0
CCCCCC#CCN1CCN(C23CC4CC(CC(C4)C2)C3)CC1,-11,8
CCOc1ccc(N2C(=O)CC(Cc3ccccc3OC)C2=O)cc1 (configuration not stated),-9,3
C=CCn1c(SCC(=O)Nc2cc(C)on2)nc2c([nH]c3ccccc32)c1=O,0,-4
O=C(O)c1ccccc1NS(=O)(=O)c1ccc2c(c1)OCCO2,9,-12
CCC1NC(=O)c2cccnc2-n2c1nc1ccc(F)cc1c2=O (configuration not stated),2,-7
CC1(C)Cc2nc(-c3ccccc3)nc(NNC(=O)c3ccco3)c2CO1,-11,6
COc1cc(O)oc1C=Nc1ccc(Cl)cc1Cl,-14,16
Cc1ccc(C(=O)Nc2ccccc2)cc1S(=O)(=O)N1CCN(C)CC1,1,2
COc1ccccc1[C@@H]1C(c2ccccc2)=NN(c2ccccc2)[C@H]1C(=O)N1CCOC1=O,19,22

Rewritten with each value named: entries from further up.
C=CCn1c(SCC(=O)Nc2cc(C)on2)nc2c([nH]c3ccccc32)c1=O
  H9c2 TAG inh: 0; H9c2 TAG inh DAPI viability: -4
CC(Sc1ccccc1)C(=O)NCC(c1ccco1)N1CCCCC1 (configuration not stated)
  H9c2 TAG inh: -13; H9c2 TAG inh DAPI viability: 0

The list goes on.
SMILES,H9c2 TAG inh,H9c2 TAG inh DAPI viability
CC(C)CCNC(=O)C1CCC(CNc2c(N3CCC(C)CC3)c(=O)c2=O)CC1 (configuration not stated),-2,6
CC(=O)c1ccc(N2CCN(c3ccc(S(=O)(=O)NCCCN(C)C)cc3[N+](=O)[O-])CC2)cc1,2,-5
CCC(C)(C)NC(=O)c1ccc2c(c1)N(CC(=O)N1CCCC1)C(=O)C(C)(C)O2,4,-3
COC(=O)Cc1ccc(NC(=S)N2CCCC(C)C2)cc1 (configuration not stated),6,-2
COc1cc(CNC[C@H]2O[C@@H](n3ccc(N)nc3=O)[C@H](O)[C@@H]2O)ccc1OCc1ccc(C)cc1,-6,-1
CCNc1nc(C23CC4CC(CC(C4)C2)C3)cs1,-25,15
O=C(NCc1ccccc1)c1cc2nc(C3CC3)cc(C(F)(F)F)n2n1,-1,1
CC(OC(=O)c1cc2ccccc2[nH]1)C(=O)N(C)c1ccccc1 (configuration not stated),-28,0
Cc1ccnc(NC(=O)c2cc3ccccc3oc2=O)c1,12,0
CCCCNC(=O)c1ccc2c(c1)S(=O)(=O)c1ccccc1C2=O,-5,4
O=S1(=O)CCOC[C@H](Cc2ccccc2)N1Cc1cccc(C(F)(F)F)c1,-21,6
O=C(c1ccccc1)c1ccc2c(c1)OCCCO2,5,1
Cc1cccc(OCC(=O)Nc2ccc3c(c2)nc2n3CCOC2)c1,3,5
NNC(=O)c1ccc2c(c1)S(=O)(=O)NNC2=O,2,0
Cc1cc(C)cc(OCCNC(=O)CCc2ccccc2)c1,-10,-2
Cc1ccc(NC(=O)COC(=O)C2=NN(c3ccccc3)C(=O)CC2)c(Br)c1,0,4
CCOc1ncccc1C(=O)OCc1nnc(-c2ccccc2)o1,-12,-17
COc1ccc(C(=O)Nc2ccc(Nc3ccccc3)cc2)cc1Br,-9,-6
CC1CCCCC12NC(=O)N(CC(=O)Nc1ccc3[nH]c(=O)[nH]c3c1)C2=O (configuration not stated),1,6
COc1ccccc1-c1nnc(SC)n1C,6,-7
N#Cc1nc(COc2cccc(Cl)c2)oc1NCCN1CCOCC1,0,4
N#C/C(=C\c1cccnc1)C(=O)Nc1cccc2ccccc12,2,7
O=C1C2C3C=CC(CNS(=O)(=O)c4ccccc4[N+](=O)[O-])(O3)C2C(=O)N1c1ccccc1 (configuration not stated),6,-6
Cn1cnnc1Sc1nc2c(c(=O)n(C)c(=O)n2C)n1Cc1ccccc1Cl,-1,0
COc1ccc(-c2csc3ncnc(N4CCN(Cc5ccccc5)CC4)c23)cc1,-17,15
CC1(C)NC(=O)N(Cc2cc(=O)n3ccsc3n2)C1=O,-14,6
COc1ccc2cc(C=NS(=O)(=O)c3ccc(C)cc3)n(C)c2c1,-6,3
O=C1Nc2ccccc2/C1=C/C(=O)c1cccs1,5,-12
COc1ccc(NC(=O)CN2CCCCC2)cc1S(=O)(=O)N1CCCCC1,8,2
CC1CCCC(NC(=O)COC(=O)CCC2CCCC2)C1C (configuration not stated),4,7
NS(=O)(=O)Oc1ccccc1,-4,2
CC(=O)OC(=C(OC(C)=O)c1ccccc1)c1ccccc1,-8,5
O=C(CCC1CCCC1)Nc1ccc(Br)cn1,6,-10
COc1ccc(S(=O)(=O)NC(=O)C2(C)CCN2C(=O)C2(c3ccc(Cl)cc3)CCC2)cc1 (configuration not stated),6,-10
CC1CCN(C(=S)NC(=O)c2cccc([N+](=O)[O-])c2)CC1,-9,-2
CCN(C[C@H]1N[C@@](Cc2ccccc2)(C(=O)OC)[C@H]2C(=O)N(C)C(=O)[C@@H]12)C(=O)C1CCCCC1,0,7
O=C(Cc1cccc(NC(=O)C2CCCN(C(=O)C3CC3)C2)c1)Nc1ccc(C(=O)N2CCOCC2)cc1 (configuration not stated),10,-2
O=C(c1ccco1)N(Cc1ccc([N+](=O)[O-])cc1)c1ccc(Cl)cc1,-20,7
O=C(O)CC[C@@H](C(=O)O)N1C(=O)c2ccccc2C1=O,6,-6
CCOc1cc(C=C(C(=O)OC)C(=O)OC)ccc1OCc1ccc([N+](=O)[O-])cc1,0,-15
Cc1ccc(CN2C3CCCC2CC(NC(=O)c2ccc(C)cc2)C3)cc1 (configuration not stated),11,1
C[C@@H]1CN([C@@H](C)CO)C(=O)c2c(c3ccccc3n2C)-c2ccccc2CO[C@H]1CN(C)S(=O)(=O)c1ccc(C(F)(F)F)cc1,6,-7
CN(CC(=O)Nc1cccc(F)c1)C(=O)CC1CCCC1,-20,-4
COc1ccc(NC(=O)CSc2nnc(-c3ccncc3)o2)c(OC)c1,0,-3
Cc1cccc(N2CCN(C(=O)[C@H](C)N3C(=O)C4CC=CCC4C3=O)CC2)c1C (some centres not stated),-24,4
Cc1cc(C)n2nc(C(=O)OCC(=O)N(CC(C)C)C3CCS(=O)(=O)C3)nc2n1 (configuration not stated),1,-2
CC(C)N(Cc1nccn1C)C(=O)c1cc(COc2ccc(-n3cncn3)cc2)on1,17,-3
O=C(O)c1cc(O)ccc1NC(=O)c1cccc2ccccc12,-8,10

Full records from above.
Listed for O=C(O)CC[C@@H](C(=O)O)N1C(=O)c2ccccc2C1=O → H9c2 TAG inh: 6; H9c2 TAG inh DAPI viability: -6
Listed for Cc1ccc(CN2C3CCCC2CC(NC(=O)c2ccc(C)cc2)C3)cc1 (configuration not stated) → H9c2 TAG inh: 11; H9c2 TAG inh DAPI viability: 1
Listed for O=C(c1ccco1)N(Cc1ccc([N+](=O)[O-])cc1)c1ccc(Cl)cc1 → H9c2 TAG inh: -20; H9c2 TAG inh DAPI viability: 7

The results go on:
SMILES,H9c2 TAG inh,H9c2 TAG inh DAPI viability
O=C(CSc1ncccc1C(=O)O)NCc1ccc(F)cc1,12,-8
Cc1cc(NS(=O)(=O)Cc2ccccc2)no1,3,-1
Cc1cc(=O)n2[nH]c(-c3ccccc3)cc2n1,-6,13
CCn1nc(C(=O)NNC(=O)c2cc(Cl)ccc2OC)c2ccccc2c1=O,16,-3
CCSC1(SCC)N=C(N)C2(C#N)C(c3ccccc3)NC(C)=CC12C#N (configuration not stated),2,-5
Cc1sc2nc(SCC(N)=O)n(C)c(=O)c2c1C,-12,9
NCCCS(=O)(=O)O,3&-7,-5&5
CCCc1cc(C(=O)Nc2cccc(C(C)=O)c2)no1,1,3
Cc1cc(C)cc(NC(=O)c2c(C)nc3ccccn23)c1,26,-14
Cn1c2c(c3ccccc31)CC/C2=N\O,-1,-6
O=c1sc2ccccc2n1CCCOc1ccccc1,-5,1
O=C(Nc1ccc(N2CCOCC2)cc1)C1CCN(S(=O)(=O)Cc2ccccc2)CC1,4,-11
CCN1CCCC1CNS(=O)(=O)c1ccc(Cl)c(C(F)(F)F)c1 (configuration not stated),-5,1
